Tn7 DDE FP – inhibitors of Tn7 peptide binding to human fibrin DD(E) | FP displacement of FITC-Tn7 peptide from fibrin DD(E); 0% = median of compound wells per plate | inhibition, % at 8.3 µM | actives 0.13% (n = 370,000);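 active = inhibition above the mean of compounds falling within the control limits plus 3 SD of them, cut at about 14% in these data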;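 note: 0% = plate median of compound wells and 100% = 10 µM Aha-Tn7 peptide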
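Assay system: human fibrin DD(E). Input: DD(E) 2 µM final. Medium: Tris buffer with calcium and detergent, pH 7.8. Compound dosing: single point at 8.3 µM. Timing: 10 min plus 3 h, room temperature. Technique: fluorescence polarization of the labelled Tn7 tracer. Read-out: percent inhibition. Replicates: singlicate testing.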
UHRF1 binding – UHRF1 methyl-DNA binding inhibition. Q96T88. UHRF1 binding to methylated oligo, TR-FRET. inhibition, % at 4.4 µM. actives 0.75% (n = 370,000); in the data active = inhibition above about 21%;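 note: UHRF1 SRA domain binding a hemimethylated CpG hairpin DNA probe; 0% = median of test compound wells and 100% = reference inhibitor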
Target sequence (Q96T88 whole entry, looked up, the tested form may be a part): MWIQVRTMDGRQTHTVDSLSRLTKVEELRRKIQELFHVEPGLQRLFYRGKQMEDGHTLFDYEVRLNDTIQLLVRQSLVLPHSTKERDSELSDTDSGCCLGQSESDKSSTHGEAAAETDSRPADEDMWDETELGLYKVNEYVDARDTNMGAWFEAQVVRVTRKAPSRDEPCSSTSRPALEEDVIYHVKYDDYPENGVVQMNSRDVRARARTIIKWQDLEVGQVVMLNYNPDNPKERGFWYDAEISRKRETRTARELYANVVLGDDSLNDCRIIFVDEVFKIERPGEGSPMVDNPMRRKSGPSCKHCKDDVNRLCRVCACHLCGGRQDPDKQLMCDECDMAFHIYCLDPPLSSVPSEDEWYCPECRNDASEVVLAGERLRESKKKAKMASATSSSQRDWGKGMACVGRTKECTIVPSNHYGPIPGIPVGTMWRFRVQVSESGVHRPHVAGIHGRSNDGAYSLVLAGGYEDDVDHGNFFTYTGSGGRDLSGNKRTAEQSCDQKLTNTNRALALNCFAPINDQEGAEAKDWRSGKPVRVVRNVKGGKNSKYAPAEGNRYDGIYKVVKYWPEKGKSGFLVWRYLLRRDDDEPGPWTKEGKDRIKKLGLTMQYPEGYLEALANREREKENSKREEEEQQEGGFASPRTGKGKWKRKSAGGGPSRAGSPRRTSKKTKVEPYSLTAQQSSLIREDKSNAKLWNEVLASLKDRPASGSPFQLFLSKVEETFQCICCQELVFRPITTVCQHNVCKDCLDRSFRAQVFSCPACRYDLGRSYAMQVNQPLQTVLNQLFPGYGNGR
LEDGF integ inh – blocks HIV-1 LEDGF/p75-dependent DNA integration. actives 0.64% (n = 370,000). AID 743269. inhibition, % at 3.7 µM. TR-FRET IN-LEDGF/p75 DNA integration, Eu/Cy5;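 active = inhibition above the screen-wide mean plus 3 SD, cut at about 13% in these data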;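 note: signal is the Cy5 over europium emission ratio at 671 and 618 nm; 0% = plate median of compound wells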
MBD2 inh – MBD2-methylated oligo binding inhibition | AID 686964 | inhibition, % at 4.4 µM | actives 0.31% (n = 370,000) | TR-FRET, MBD2 binding to methylated oligonucleotide; in the data active = inhibition above about 13%
SIAE primary – human SIAE inhibition, primary screen | Q9HAT2 | SIAE FP-Rh probe binding, fluorescence polarization | inhibition, % at 9.66 µM | actives 0.69% (n = 370,000);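 active = inhibition above a cutoff: mean of compounds within the control limits plus 3 SD of those, cut at about 17% in these data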;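 note: 0% = plate median of compound wells and 100% = probe without SIAE protein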
DDE Tn6 FP inh – inhibitors of Tn6 peptide binding to human fibrin DD(E) | P02675 | Fibrin DD(E) TRITC-Tn6 fluorescence polarization displacement | inhibition, % at 8.3 µM | actives 0.21% (n = 370,000) | AID 720509;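 active = inhibition above a per-campaign cutoff: mean of compounds within control limits plus 3 SD, cut at about 15% in these data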;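 note: 0% = median of all compound wells on the plate and 100% = blocking peptide control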
TDP2 absorb – TDP2 (human) inhibition, absorbance primary screen; O95551; recombinant TDP2, T5PNP hydrolysis, p-nitrophenol absorbance 415 nm; inhibition, % at 12.8 µM; actives 0.34% (n = 370,000);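 active = inhibition above the mean of all tested compounds plus 3 SD, set per campaign, cut at about 25% in these data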;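 note: 0% = DMSO with enzyme and 100% = buffer with substrate but no TDP2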
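Read-out basis: percent inhibition. System: recombinant human TDP2. Buffer or medium: Mg2+-containing Tris-HCl buffer, pH 7.5. Repeats: single replicate. Timing: reaction 2 h, 37 °C. Benchmarks: high control without enzyme, low control DMSO plus TDP2. Probe or stimulus: 5 mM T5PNP. Doses: 12.8 µM only. Measured by: epi absorbance of p-nitrophenol freed from T5PNP by hydrolysis.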
KLK7 zymogen act – proKLK7 (human) activation, primary screen; P49862; purified proKLK7, EDANS-DABCYL substrate fluorescence; 100% is mature enzyme control, 0% vehicle; activation, % at 7 µM; actives 0.9% (n = 370,000);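 active = activation above the mean of all tested compounds plus 3 SD, computed per campaign excluding outliers beyond control limits, cut at about 13% in these data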
PRMT1 FP inh – blocks human protein arginine methyltransferase 1; inhibition, % at 2.79 µM; recombinant PRMT1, activity-based probe fluorescence polarization; AID 652257; actives 1.3% (n = 370,000); Q99873;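 active = inhibition above about 21% made by adding two undisclosed values, limit read from the data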
TCR-CD3 inh – blocks the human TCR-CD3 interaction; TAMRA-labeled TCR probe fluorescence, biochemical; inhibition, % at 9.4 µM; actives 0.37% (n = 360,000); AID 651800; in the data active = inhibition above about 19%;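 note: recombinant mutant TCR 2C K166C tagged with TAMRA read by polarization; 0% = receptor in buffer alone and 100% = receptor with positive control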
Numbers without * were called inactive. An unsorted share of the library, and some 4.6% of all compounds hit somewhere here.

no.	Tn7 DDE FP	UHRF1 binding	LEDGF integ inh	MBD2 inh	SIAE primary	DDE Tn6 FP inh	TDP2 absorb	KLK7 zymogen act	PRMT1 FP inh	TCR-CD3 inh	compound
1	-4	-2	0	1	13	2	1	0.4	2	6	O=c1cc(NCC2CCCO2)[nH]c(=O)n1-c1ccc(Cl)cc1 (centres undefined)
2	1	4	-3	7	-2	-12	1	0.5	3	1	CC(=O)c1ccc(N2CCN(Cc3nc(Cc4ccccc4)no3)CC2)cc1
3	-8	3	5	1	1	-3	-4	-0.1	-3	-1	O=C(Cn1[nH]c(=O)c2ccccc2c1=O)Nc1cccnc1
4	1	-1	4	2	1	5	-8	0.4	-3	6	CCOC(=O)Cn1c(=O)oc2cc(S(=O)(=O)N(CCN(C)C)Cc3ccccc3)ccc21
5	-4	0	-1	0	-5	4	-5	0.0	0	5	CC(C)C(=O)Nc1nc2cc3c(cc2s1)OCCO3
6	-2	0	-1	-2	2	12	7	-1.2	-1	8	CSc1nc2sc3c(c2c(=O)[nH]1)CC(C)(C)OC3
7	-1	-1	-2	-4	7	1	0	-0.1	-1	-2	CCOC(=O)C1CCCN(Cc2nc(N)nc(Nc3ccc(OC)cc3)n2)C1 (centres undefined)
8	-3	3	1	-2	4	6	-6	0.1	-2	-9	CN(Cc1ccccc1Cl)C(=O)c1cnccc1C(F)(F)F
9	-4	2	-3	6	-2	-5	2	0.3	2	-3	COc1ccccc1OCc1ccc(C(=O)Nc2ccccc2)cc1
10	7	-2	-3	-1	7	8	5	14*	-2	3	CCCN1C(=O)c2ccccc2NC1c1ccc(O)c(OCC)c1 (centres undefined)
11	3	-9	0	1	-2	-1	9	0.1	1	7	CCCC(=O)Nc1c(-c2ccccc2)[nH][nH]c1=O
12	-3	-1	1	3	9	0	9	0.3	-3	0	COc1ccc(-n2nc(C(=O)NCCCN3CCOCC3)c3ccccc3c2=O)c(OC)c1
13	-4	-1	5	1	0	5	-9	-0.1	4	5	CCOc1cc(/C=N/NC(=S)Nc2ccccc2C(F)(F)F)ccc1OCC(=O)N1CCOCC1
14	7	8	0	-2	-5	2	-6	0.2	3	0	CS(=O)(=O)N1CCc2cc(-c3csc(NC(=O)Cc4cccs4)n3)ccc21
15	4	-1	-2	-1	5	6	-5	-0.3	-2	-1	O=C1c2oc3ccccc3c(=O)c2C(c2ccccn2)N1Cc1ccccc1 (centres undefined)
16	1	2	-2	-1	8	-5	4	-0.2	2	-2	O=C(NCC(=O)N1CCN(c2ccccc2O)CC1)c1cccs1
17	0	1	-4	2	-1	3	6	0.1	0	1	COc1ccc(CCN2CC(C(=O)Nc3ccc4c(c3)OCO4)CC2=O)cc1OC (centres undefined)
18	-1	-2	0	2	3	-8	5	-0.5	-2	5	O=C(CCCC(=O)NN=Cc1ccc(Cl)cc1Cl)NN=Cc1ccc(Cl)cc1Cl
19	-5	3	2	2	-17	7	-27	0.2	-1	1	CCc1noc(C)c1C(=O)N1CCCSC1=Nc1ccccc1C(C)C
20	-7	1	4	-2	-3	6	1	1.1	0	9	CCOc1cc(C#N)c(NC(=O)c2cccnc2Cl)cc1OCC

Compound profiles, from the list above. Screens in order: Tn7 DDE FP	UHRF1 binding	LEDGF integ inh	MBD2 inh	SIAE primary	DDE Tn6 FP inh	TDP2 absorb	KLK7 zymogen act	PRMT1 FP inh	TCR-CD3 inh
COc1ccc(-n2nc(C(=O)NCCCN3CCOCC3)c3ccccc3c2=O)c(OC)c1 is entered as -3	-1	1	3	9	0	9	0.3	-3	0
COc1ccc(CCN2CC(C(=O)Nc3ccc4c(c3)OCO4)CC2=O)cc1OC (centres undefined) is entered as 0	1	-4	2	-1	3	6	0.1	0	1

Continuation:
no.	Tn7 DDE FP	UHRF1 binding	LEDGF integ inh	MBD2 inh	SIAE primary	DDE Tn6 FP inh	TDP2 absorb	KLK7 zymogen act	PRMT1 FP inh	TCR-CD3 inh	compound
21	3	3	-1	4	0	7	5	-0.4	1	-4	Nc1nc(NCc2ccco2)nc(NC2CCCCC2)c1[N+](=O)[O-]
22	4	0	-2	9	2	0	4	0.5	2	-2	CCCN(CC(=O)Nc1ccccc1C)C(=O)CCCOc1ccc(Br)cc1
23	-1	-2	-1	-3	0	0	-14	1.5	-4	5	COc1ccc(CCNC(=O)c2cc3c(=O)n4ccccc4nc3n(CC3CCCO3)c2=N)cc1 (centres undefined)
24	-4	-3	-1	0	1	5	-3	0.3	3	-6	Fc1cccc(NC(=S)N2CCCC2)c1
25	0	2	2	2	-3	-4	4	1.0	-3	-5	CC(=O)NC1(c2nnnn2CCOC(=O)Nc2ccc(Cl)cc2)CCCCC1
26	0	2	1	-5	2	-3	-2	0.3	-2	6	COc1ccc(C(CC(=O)c2ccccc2)C2CCCCC2=O)cc1 (centres undefined)
27	-8	1	0	1	-2	0	-9	0.0	-2	-2	CC(C(=O)c1ccccc1)C(O)c1ccccn1 (centres undefined)
28	0	-1	2	-5	-5	1	11	0.1	-1	10	COc1ccccc1NC(=O)COc1ccc(/C=N/NC(=O)c2cccnc2)cc1
29	-1	-1	3	2	-1	0	0	0.2	1	-2	CCOc1ccccc1NC(=S)Nc1ccc(S(N)(=O)=O)cc1
30	1	-1	2	3	0	-3	10	0.3	-2	-1	CSc1ccc(NC(=O)N2CC=C(n3c(=O)[nH]c4ccccc43)CC2)cc1
31	-4	0	0	3	2	6	2	0.1	0	8	CCc1cccc2c(C(=O)C(NCCOC)c3ccccc3)c[nH]c12 (centres undefined)
32	6	1	-1	0	-4	3	3	-0.3	4	-5	Cc1ccc(C(=O)NC2CCCCCC2)cc1S(=O)(=O)N1CCOCC1
33	-7	-7	2	1	4	4	-9	0.1	-2	8	O=[N+]([O-])c1ccc(N=Nc2ncc[nH]2)cc1
34	2	0	-3	2	-6	4	-3	0.8	1	1	Cc1cccc(NC(=O)C2CCCN(S(=O)(=O)c3ccc4[nH]c(=O)ccc4c3)C2)c1 (centres undefined)
35	5	1	-3	0	-4	-5	-1	0.0	2	-1	CC1Cc2nc(SCC(=O)NCC3CCCO3)n(-c3ccccc3)c(=O)c2S1 (centres undefined)
36	4	0	4	-3	-7	2	-2	0.0	-1	-6	COC(=O)[C@@]12C[C@@H](CC(=O)NCCc3ccccc3OC)C(=O)N(Cc3ccccc3)C1=CCC(C)(C)C2
37	-2	-5	2	-4	-5	3	-4	0.0	0	-4	COC(=O)c1cc(NC(=O)CN2CCC(C(N)=O)(N3CCCCC3)CC2)cc(C(=O)OC)c1
38	8	-1	1	1	-5	-4	-5	-0.3	-2	6	COc1ccccc1C(=O)OCC(=O)Nc1ccc(OC(F)F)cc1
39	-4	1	0	3	-4	2	8	-467	0	-2	CCC(=O)Nc1ccc(NC(=O)c2cc3ccccc3o2)c(OC)c1
40	0	-2	0	3	-2	-2	1	-0.4	1	2	Cc1nn(-c2ccccc2)c(Cl)c1/C=N/NC(=O)CNC(=O)c1ccccc1Cl
41	-9	5	2	-4	-10	0	-1	0.1	1	1	c1ccc(Nc2nc(-c3ccncc3)nc3ccccc23)cc1
42	6	3	-4	3	2	-1	3	-0.7	4	-3	CC(CNC(=O)CCCn1c(=O)c2cccn2c2cccnc21)c1ccccc1 (centres undefined)
43	0	5	-2	8	0	-5	-17	-1.6	8	-9	CCN(CC)S(=O)(=O)c1ccc(C(=O)NNC(=O)c2csc(N3CCOCC3)n2)cc1
44	3	10	-2	1	-3	2	5	0.9	1	-5	Cc1cc(C)n2nc(SCC(=O)N(Cc3ccccc3)C3CCS(=O)(=O)C3)nc2n1 (centres undefined)
45	3	11	3	6	4	0	2	-0.3	-1	3	CC(C)(C)C(=O)n1nc(-c2ccccc2)oc1=O
46	1	1	-3	2	-1	3	6	1.5	3	-6	CCCCCNC(=O)C1C(=O)Nc2ccccc2C(=O)N1c1ccc(OC)cc1 (centres undefined)
47	3	5	0	5	1	-7	-6	-0.6	5	-2	O=C(CSc1nnc(-c2cccnc2)n1CCc1ccccc1)N1CCCCC1
48	0	0	-1	0	-5	3	20	-0.2	-2	2	COc1ccc(C2=NN(C(C)=O)CC2c2cccc([N+](=O)[O-])c2)cc1 (centres undefined)
49	1	-2	4	2	-3	-1	-8	0.5	-6	6	O=C(NC(=S)Nc1ccccc1F)C1CCCCC1
50	-5	-1	-1	-3	2	-7	6	-0.5	0	4	Cc1nc(S/C(=C/c2ccc(-c3cccc(Cl)c3)o2)C(=O)O)n[nH]1
51	-4	2	-2	-3	5	5	3	-0.6	-2	3	O=C(NCC1CCN(C(=O)C(=O)c2cc3ccccc3o2)CC1)c1ccncc1
52	-1	-1	3	-8	3	-4	1	-0.2	-1	-3	COc1ccc(NC(=O)CS(=O)CC(=O)Nc2cccc3cccnc23)cc1 (centres undefined)
53	-2	4	1	1	-6	0	-1	0.6	-3	0	COc1ccc2cc(CN(C(=O)Nc3ccccc3OC)C3CCCC3)c(=O)[nH]c2c1
54	-3	2	1	2	-1	0	15	-0.4	3	0	O=C(CSc1nc2ccccc2[nH]1)c1ccc2c(c1)OCO2
55	-1	4	-1	5	-3	-4	-2	-0.2	3	-2	COc1ccc(Cl)cc1CC1(C)C(=O)Nc2c(Cl)cccc21 (centres undefined)
56	-6	-1	7	-5	-2	-9	-13	0.2	-2	6	CC(C)CSc1ncnc2c1oc1nc3c(cc12)COC(C)(C)C3
